# Compound activity (PubChem BioAssay)
# BRCA1 expr act = qHTS Assay to Identify Small Molecule Activators of BRCA1 Expression | Potency, µM (highest dose often 46.1 µM), inactives show at the top dose activation, actives largely listed as activators | 380,000 compounds, 1.1% hits | MCF7-BRCA1-FFLuc reporter, luminescence, 48 h; response scale: scaled: vehicle 0%, 10 µM genistein 100%; further: potency means the concentration at half of the fitted maximal effect; nearly all actives have a fitted effect of over 80% in size; some results filed as inactive show a strong effect at the top dose
#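 MCF7 cells carrying a BRCA1-firefly luciferase reporter (2000 cells/well, phenol-red free MEM) were attached for 2 h at 37 °C, then given compounds for 48 h. Luminescence was read 15 min after luciferase reagent; activity normalized to genistein (10 microM) and DMSO.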
# B2AR arrestin = qHTS assay of beta-arrestin-biased ligands of beta2-adrenergic receptor; Beta-2 adrenergic receptor (Homo sapiens), P07550; beta-arrestin recruitment to beta2AR, cell-based reporter; Potency, µM (highest dose often 46.1 µM), without a hit: at the top dose activation, actives largely listed as activators; 330,000 compounds, 0.02% hits; AID 492947, 2010;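 further: potency means the concentration at half of the fitted maximal effect; 0% = DMSO controls and full agonism = EC100 isoproterenol or metaproterenol; nearly all actives have a fitted effect of over 65% in size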
# ASM inhibitor = Inhibitors of Secretory Acid Sphingomyelinase (S-ASM): qHTS; Sphingomyelin phosphodiesterase (Homo sapiens), P17405; placental ASM, HMU-PC fluorogenic substrate, 60 min; Potency, µM (top dose mostly 57.5 µM), for the others: at the top dose activity change, negative = inhibition, usual class: inhibitors; 340,000 compounds, 0.006% hits; AID 504937, 2011; further: potency means the concentration at half of the fitted maximal effect
#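 Human placenta-derived ASM preincubated with compound 10 min at room temperature, then reacted with 9 uM (final) fluorogenic HMU-PC substrate for 60 min at 37 C. Stop solution raises pH to 10; fluorescence read at Ex 386/Em 447 nm.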
# uPA surface inh = qHTS for Inhibitors of Cell Surface uPA Generation. cell surface uPA generation assay, qHTS. Potency, µM (series often up to 38.3 µM), without a hit: at the highest dose activity change, negative = inhibition, actives largely listed as inhibitors. 330,000 compounds, 0.31% hits; active means well fitted inhibition curve with a large enough effect; inconclusive means small, poorly fitted or top-dose-only effect; inactive means no such curve, though single readings can be large or run the other way; tested in mouse RAW 264.7 cells; further: potency means the concentration at half of the fitted maximal effect; on the % scale 0 is the no-effect control and ±100 the full control effect; nearly all actives have a fitted effect of over 55% in size
# p53 reactivation = qHTS assay for re-activators of p53 using a Luc reporter | Potency, µM (top dose mostly 92.2 µM), inactives show at the highest dose activity change, positive = activation, hits mostly activators | AID 504706, 2011 | 320,000 compounds, 0.063% hits | H1299 p53-A138V BP100-luciferase reporter, luminescence, 24 h; further: potency means the concentration at half of the fitted maximal effect; % of control where 0% means no effect; nearly all actives have a fitted effect of over 45% in size
#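 p53-null H1299 cells stably carrying temperature-sensitive p53-A138V and a BP100-luciferase reporter were pinned with compounds (4-point, 1:5 series) and held 24 hrs at 37 deg C. Luminescence was read 10 min after detection reagent.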
# USP2a inh = qHTS Assay for Inhibitors of Ubiquitin-specific Protease USP2a Using CHOP2 as the Reporter; Ubiquitin carboxyl-terminal hydrolase 2 (Homo sapiens), O75604; USP2 core, Ub-CHOP2 coupled fluorogenic reporter, 485/531; Potency, µM (series often up to 38.3 µM), without a hit: top-dose activity change, negative = inhibition, actives largely listed as inhibitors; 330,000 compounds, 0.01% hits;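 further: potency means the concentration at half of the fitted maximal effect; plate controls were DMSO wells for no effect and full inhibition by NEM control for full effect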
# Target sequence (O75604 whole entry, looked up): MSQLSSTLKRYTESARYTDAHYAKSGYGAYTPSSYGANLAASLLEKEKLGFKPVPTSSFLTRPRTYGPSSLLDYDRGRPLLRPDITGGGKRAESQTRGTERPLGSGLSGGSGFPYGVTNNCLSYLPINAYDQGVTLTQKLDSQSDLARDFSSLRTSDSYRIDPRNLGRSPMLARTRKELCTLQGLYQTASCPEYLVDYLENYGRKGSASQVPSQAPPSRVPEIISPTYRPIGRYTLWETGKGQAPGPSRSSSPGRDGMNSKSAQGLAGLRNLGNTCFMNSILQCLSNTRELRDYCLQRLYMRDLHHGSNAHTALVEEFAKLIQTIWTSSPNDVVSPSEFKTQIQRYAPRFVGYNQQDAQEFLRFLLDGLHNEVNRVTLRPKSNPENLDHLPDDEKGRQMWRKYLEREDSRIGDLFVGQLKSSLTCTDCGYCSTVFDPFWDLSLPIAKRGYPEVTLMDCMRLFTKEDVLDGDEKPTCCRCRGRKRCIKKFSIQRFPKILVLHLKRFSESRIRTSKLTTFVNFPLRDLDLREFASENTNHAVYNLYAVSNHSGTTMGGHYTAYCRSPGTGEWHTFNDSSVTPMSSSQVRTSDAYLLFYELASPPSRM
#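 Cell-free coupled assay: 10nM USP2 core preincubated 30min RT with compound in Tris-HCl pH 8.0/CaCl2/CHAPS buffer, then 25nM Ub-CHOP2 and 25nM reporter substrate; fluorescence (Ex 485/Em 531) read after 60min RT, normalized to NEM inhibition, concentration-response curves fitted.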
# Integrin act MD = qHTS for Activators of Integrin-Mediated Alleviation for Muscular Dystrophy. alpha7betagal myoblasts, beta-gal FDG fluorescence, 48 h. Potency, µM (highest dose often 38.3 µM), without a hit: at the top dose activation, hits mostly activators. 350,000 compounds, 0.064% hits. AID 624291, 2012;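 further: potency means the concentration at half of the fitted maximal effect; 100% = response of the positive control SU9516; nearly all actives have a fitted effect of over 60% in size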
#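 alpha7betagal+/- myoblasts (passage 13, 250/well) treated 48 h at 37C with compounds at 1:260 dilution of DMSO stock. Lysed, then beta-galactosidase activity read as FDG fluorescence (ex 480/em 540) after 30 min, with pre-read for autofluorescence.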
# PTAP TSG101 blk = qHTS Assay for Iinhibitors of HIV-1 Budding by Blocking the Interaction of PTAP/TSG101. Fluorescence polarization, FITC-PTAP peptide / Tsg101 binding. Potency, µM (highest dose often 115 µM), for the others: top-dose activity change, negative = inhibition, actives largely listed as inhibitors. AID 493005, 2010. 340,000 tested, under 10 active; active means well fitted inhibition curve with a large enough effect in the main read-out, with a control signal flat, not every such curve was filed as active; inconclusive means small, poorly fitted or top-dose-only effect, or effect the other way, or a change in a side signal; inactive means no such curve, though single readings can be large or run the other way; further: potency means the concentration at half of the fitted maximal effect; % of control where 0% means no effect
# Target sequence (Q99816 whole entry, looked up): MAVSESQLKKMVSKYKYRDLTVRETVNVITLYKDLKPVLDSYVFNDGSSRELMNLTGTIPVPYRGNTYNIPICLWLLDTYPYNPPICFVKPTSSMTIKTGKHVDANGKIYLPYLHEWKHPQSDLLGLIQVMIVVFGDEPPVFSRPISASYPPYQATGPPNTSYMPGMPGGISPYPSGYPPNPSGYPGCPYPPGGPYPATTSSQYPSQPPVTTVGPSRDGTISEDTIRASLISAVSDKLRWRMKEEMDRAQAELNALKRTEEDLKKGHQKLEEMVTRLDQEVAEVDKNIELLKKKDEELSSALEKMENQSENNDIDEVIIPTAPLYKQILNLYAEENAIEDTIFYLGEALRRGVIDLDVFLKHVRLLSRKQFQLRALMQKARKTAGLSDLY
#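 Fluorescence anisotropy tracks displacement of a FITC-tagged PTAP peptide (50 nM) from the Tsg101 binding domain (10 uM), following a 20 min room-temperature incubation at pH 7.5.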
# Eya2 phos inh = qHTS Assay for Inhibitors of the Phosphatase Activity of Eya2; recombinant Eya2, OMFP fluorescence dephosphorylation (OMFP is methylfluorescein phosphate); 330,000 compounds, 0.006% hits; Potency, µM (series often up to 76.9 µM), inactives show at the highest dose activity, negative = inhibition, usual class: inhibitors; AID 488837, 2010; further: potency means the concentration at half of the fitted maximal effect; on the % scale 0 is the no-effect control and ±100 the full control effect
#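 Eya2 protein (added as 0.2 uM solution) was preincubated with compound for 10 min at ambient temperature in 50 mM HEPES pH 7.5, 50 mM NaCl, 5 uM MgCl2, 0.05% BSA, 1 mM DTT. OMFP (added at 50 uM) then reacted 10 min; fluorescence read at 485/525 nm.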
# TRPV1 agonist = HTS Assay for Compounds that Act as Agonists of the Vanilloid Receptor 1; Transient receptor potential cation channel subfamily V member 1 (Homo sapiens), Q8NER1; TRPV1-expressing cells, Fluo-8 calcium influx, agonist mode; activation, % at 8.33 µM; 320,000 compounds, 0.19% hits; in the data active means activation above about 80%; inconclusive means between about 30% and that limit; further: 0% is about no effect
#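 TRPV1-expressing cells were cultured overnight at 35.5C and loaded with Fluo-8 calcium dye for 40 to 90 min at room temperature. After a 10 s baseline, compound was added and calcium influx was read kinetically for 3 min (ex 480/em 520 nm).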
# ELG1 genotox = qHTS screen for small molecules that induce genotoxicity in human embryonic kidney (HEK293T) cells expressing luciferase-tagged ELG1 | Potency, µM (doses to about 46 µM), for the others: at the top dose activity change, positive = activation, usual class: activators | HEK293T ELG1-luciferase reporter, luminescence, 16 h | 330,000 compounds, 1.3% hits; further: potency means the concentration at half of the fitted maximal effect; % of control where 0% means no effect; nearly all actives have a fitted effect of over 60% in size
#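 DMSO vehicle served as control against compound-treated ELG1-luciferase HEK293T cells; exposure lasted 16 hr at 37 °C and 5% CO2, followed by ONE-Glo luminescence detection after 30 min.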
# Numbers without * were called inactive; ? = inconclusive; . = not tested or not shown; [ ] = remark or other dose. Unless noted, the call rests on the fitted dose curve; in most records, active means well fitted curve in the direction sought with a large enough effect; inconclusive means small, poorly fitted or top-dose-only effect, or another doubt; inactive means no such curve, though single readings can be large; an effect the other way counts as inactive or inconclusive.
SMILES,BRCA1 expr act,B2AR arrestin,ASM inhibitor,uPA surface inh,p53 reactivation,USP2a inh,Integrin act MD,PTAP TSG101 blk,Eya2 phos inh,TRPV1 agonist,ELG1 genotox
NC(=O)Nc1ccc(C(=O)OCC(=O)Nc2ccc(Cl)cn2)cc1,-25%,-0.2%,4%,2%,-5%,1%,24%,1%,-16%,-1,-2%
CC(CC(=O)Nc1ccncc1)c1ccccc1 (centres undefined),-2%,-1.9%,0%,2%,0%,-1%,4%,-2%,-7%,29,-6%
CC(Sc1nnc(-c2cccs2)n1-c1ccccc1)C(=O)NCc1ccco1 (centres undefined),-8%,0.1%,-1%,-1%,5%,2%,-2%,-5%,-13%,3,-7%
CC(C)OC(=O)c1cc(NC(=O)C2C3C=CC(O3)C2C(=O)O)cc(C(=O)OC(C)C)c1 (centres undefined),-2%,0.1%,15%,1%,6%,1%,-3%,-7%,1%,13,3%
O=S(=O)(NCCSc1ccccn1)c1ccc(Br)cc1,-1%,-0.6%,-1%,0%,1%,-1%,22%,-1%,4%,-7,4%
COc1ccc(-n2c(CNC(=O)c3cc(OC)c(OC)c(OC)c3)n[nH]c2=S)cc1,9%,-0.4%,44%,.,-3%,3%,-15%[7.66 µM],-5%,-3%,-5,2%
COC(=O)/C(=N/Nc1ccccc1C)Sc1nnc(C(O)c2ccccc2)n1-c1ccccc1 (centres undefined),-11%,-0.6%,-3%,1%,-10%,0%,11%,0%,2%,-4,0%
Cc1c(NC(=O)Nc2ccccc2Cl)c(=O)n(-c2ccccc2)n1C,9%,-0.3%,-3%,19%,-2%,0%,?,-5%,3%,0,0%
CC(Sc1ccc(Cl)cc1)C(=O)NCc1cccnc1 (centres undefined),-7%,-0.4%,4%,10%,2%,-1%,20%,-2%,0%,3,1%
CN(C)CCCN1C(=O)C(O)=C(C(=O)c2cc3ccccc3o2)C1c1ccccc1 (centres undefined),5%,0.2%,-2%,-2%,18%,6%,-17%,-12%,-11%,1,1%
CNC(=S)N/N=C1\C(=O)c2cccc3cccc1c23,-87%[inhibitor],3.5µM*,-20%,1%,5%,-5%,-57%[inhibitor],-1%,17%,-5,?
COc1ccc(OC)c(CNC(=O)CCn2nc(C)c3c(C)n(-c4ccccc4)nc3c2=O)c1,-2%,0.4%,1%,-12%,12%,3%,27%,2%,-7%,1,-6%
COc1cc(C(=O)N(CCCO)Cc2cc3ccc(C)c(C)c3[nH]c2=O)cc(OC)c1OC,7%,-0.2%,2%,.,-18%,1%,-28%,-7%,8%,3,2%
Oc1ccc(-c2csc(-c3cccnc3)n2)c(O)c1,?,-0.1%,-1%,-14%,-3%,1%,0%,-3%,13%,1,?
O=C(COc1ccc2ccccc2c1)NNC(=O)c1cccs1,-11%,-0.1%,3%,1%,1%,1%,16%,0%,3%,15,0%
OC(CNCc1ccco1)Cn1c2ccc(Br)cc2c2cc(Br)ccc21 (centres undefined),-101%[inhibitor],-0.5%,?,-4%,-5%,2%,-65%[inhibitor],-2%,-3%,0,-22%
CCOC(=O)C1=C(C)NC(C)=C(C(=O)OCC)C1c1cc2ccc(C)cc2[nH]c1=O,-59%,-0.8%,37%[activator],-14%,21%,2%,-3%,-3%,5%,7,-3%
Cc1cc(C)cc(C(=O)NCC(=O)OCc2cc([N+](=O)[O-])cc3c2OCOC3)c1,-3%,6.0%,-3%,0%,0%,0%,0%,-2%,0%,-6,-2%
COc1cccc(C(=O)N2CCC(O)(c3cccnc3)CC2)c1,0%,-1.9%,2%,2%,-2%,2%,19%,0%,1%,1,-3%
CCC(=O)c1ccc(OCC(=O)OCC(=O)NCCCc2ccccc2)cc1,-10%,-0.6%,-2%,-4%,6%,1%,-14%,-2%,-25%,2,3%
Cc1ccc(NC(=O)CCc2nc3sc4c(c3c(=O)[nH]2)CCCC4)nc1,-8%,-0.7%,9%,2%,12%,-1%,6%,3%,9%,3,5%
Cc1cc(C(F)(F)F)n(-c2nc(C(=O)O)cs2)n1,-3%,-0.3%,0%,1%,-1%,10%,?,-7%,9%,2,1%
O=C1CN(C(=O)COc2ccc(Br)cc2F)c2ccccc2N1,-16%,-0.1%,1%,-1%,-1%,1%,6%,-3%,-11%,-3,0%
CCCOc1ccc(C(CC(=O)O)NC(=O)Cc2ccccc2)cc1 (centres undefined),8%,-0.2%,2%,3%,-10%,3%,0%,-5%,5%,0,0%
COc1ccc(-c2sc3cc4c(cc3c2-c2ccc(OCCN3CCCCC3)cc2)OCO4)cc1,-11%,-0.5%,-24%,5%,-1%,0%,21%,-4%,-2%,.,-2%
O=C(CCc1ccccc1)Nc1ccccc1,13%,0.1%,-3%,2%,3%,0%,13%,-1%,-1%,0,0%
COc1ccccc1NC(=O)C1CCN(C(=O)NCc2ccccc2)CC1,38%,0.2%,2%,-4%,4%,3%,16%,3%,1%,6,2%
CC1(CCc2ccccc2)NC(=O)N(CC(=O)Nc2c(F)cccc2F)C1=O (centres undefined),4%,-0.2%,3%,-12%,11%,2%,-22%,-6%,-38%,.,2%
COC(=O)c1cccc(NC(=O)NC23CC4CC(CC(C4)C2)C3)c1,41%,-0.2%,-6%,-8%,8%,5%,25%,-4%,2%,2,?
O=C(Nc1c(C(=O)N2CCCCC2)cnn1-c1ccccc1)c1ccccc1,-3%,0.2%,2%,-17%,-9%,-1%,-25%,-3%,?,1,1%

# Two entries drawn at random from those above:
SMILES,BRCA1 expr act,B2AR arrestin,ASM inhibitor,uPA surface inh,p53 reactivation,USP2a inh,Integrin act MD,PTAP TSG101 blk,Eya2 phos inh,TRPV1 agonist,ELG1 genotox
COc1ccc(OC)c(CNC(=O)CCn2nc(C)c3c(C)n(-c4ccccc4)nc3c2=O)c1,-2%,0.4%,1%,-12%,12%,3%,27%,2%,-7%,1,-6%
Cc1ccc(NC(=O)CCc2nc3sc4c(c3c(=O)[nH]2)CCCC4)nc1,-8%,-0.7%,9%,2%,12%,-1%,6%,3%,9%,3,5%

# Next structures follow.
SMILES,BRCA1 expr act,B2AR arrestin,ASM inhibitor,uPA surface inh,p53 reactivation,USP2a inh,Integrin act MD,PTAP TSG101 blk,Eya2 phos inh,TRPV1 agonist,ELG1 genotox
O=C(CSc1nccc(=O)[nH]1)Nc1ccccc1Sc1ccccc1,-1%,0.2%,-1%,1%,-3%,1%,11%,-7%,7%,0,1%
O=C(CCNC(=O)Cn1ccc2ccccc2c1=O)NCCCN1CCN(c2ccc(F)cc2)CC1,-8%,0.0%,4%,1%,4%,0%,26%,4%,-5%,-1,-7%
CCOC(=O)c1nn(-c2ccc(C)cc2)c2nc(Nc3ccccc3)cc(=O)n12,-1%,-0.1%,-3%,0%,0%,3%,-15%,0%,-3%,0,-3%
Cc1c[nH]c(=O)c([N+](=O)[O-])c1,0%,-0.1%,-2%,10%,0%,3%,17%,0%,-4%,0,-1%
Cc1cc(NC(=O)COC(=O)COc2ccc(C(=O)c3ccccc3)cc2)no1,8%,0.4%,-3%,1%,-2%,-4%,-16%,-5%,-16%,1,1%
Cn1c(-c2cc3c(C(F)(F)F)nn(C)c3s2)n[nH]c1=S,-8%,-0.3%,3%,-9%,-1%,2%,-14%,-3%,17%,.,15%
CC1(C)CC(=O)c2sc(NC(=O)c3ccc4ncsc4c3)nc2C1,?,-0.8%,-1%,?,8%,0%,7%,0%,13%,?,?
C/C(N)=C(/C#N)C(=O)CN1C(=O)NC(Cc2c[nH]c3ccccc23)C1=O (centres undefined),3%,0.4%,3%,0%,2%,-1%,10%,1%,6%,-1,1%
CCOc1cc(-c2noc(CCC(=O)N3CCOCC3)n2)ccc1OC,-1%,-0.2%,3%,-4%,-7%,0%,14%,-3%,-15%,7,0%
O=C(COC(=O)c1ccc(Sc2ccccc2)c([N+](=O)[O-])c1)NC1CCS(=O)(=O)C1 (centres undefined),?,0.1%,-3%,3%,-6%,2%,-24%,-3%,6%,12,2%
CCn1c(SCC(=O)Nc2ccc(NC(C)=O)cc2)nnc1C1CC1,-32%,0.7%,5%,-6%,5%,-3%,-16%,-11%,14%,0,1%
